phage Ecoli inh: growth loss of phage-infected E. coli, primary screen, RecBCD inhibitor project, absorbance, with phage, HTS; inhibition, % at 11.9 µM; 360,000 compounds, 0.26% hits; in the data active means inhibition above about 11%
PKA-R1A activ: activators of PKA-R1A holoenzyme, primary screen, biochemical, fluorescence polarization, Cy5-IP20, bovine R1A, mouse PKAc; PKA-R1A dissociation; scaled: DMSO 0%, 113 µM cGMP 100%; 340,000 compounds, 0.083% hits; cAMP-dependent protein kinase type I-alpha regulatory subunit (Bos taurus) + …; activation, % at 11.4 µM;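 active means percent activation above the mean of all tested compounds plus 3 SD, cut at about 19% in these data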;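 further: higher means more PKAc released from R1A so a rise in polarization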
HTR5A ag ctr: HTR5A agonists in luminescence cell assay, primary screen, counter-screen for OPRM1-OPRD1 heterodimer agonist project, full-deck HTS; 340,000 compounds, 0.61% hits; 5-hydroxytryptamine receptor 5A (Homo sapiens), P47898; cell-based; activation, % at 9.3 µM; in the data active means activation mostly above about 9.5%, no sharp cut-off; inactive means mostly below about 7.6%;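 further: 0% = cells with vehicle only and 100% = reference agonist; strong numbers were not always called active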
Target sequence (P47898 whole entry, looked up): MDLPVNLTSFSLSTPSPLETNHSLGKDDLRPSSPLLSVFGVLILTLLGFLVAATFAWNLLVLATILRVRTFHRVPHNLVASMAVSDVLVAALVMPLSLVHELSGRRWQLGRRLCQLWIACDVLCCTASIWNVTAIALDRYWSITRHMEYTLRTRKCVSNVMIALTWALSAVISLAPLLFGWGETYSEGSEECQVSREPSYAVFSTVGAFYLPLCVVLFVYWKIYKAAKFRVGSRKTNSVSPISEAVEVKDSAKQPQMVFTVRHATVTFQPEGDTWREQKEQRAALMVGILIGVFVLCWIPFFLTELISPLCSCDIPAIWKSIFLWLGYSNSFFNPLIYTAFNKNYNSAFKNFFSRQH
Ecoli viability: E. coli V3065 growth inhibition, primary screen, counter-screen for AddAB inhibitor project, absorbance, OD600 | 18 h | inhibition, % at 11.9 µM | 330,000 compounds, 0.27% hits | AID 449728, 2010;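 active means inhibition above the campaign's mean inhibition across all tested compounds plus 3 SD, cut at about 9.9% in these data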;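 further: uninfected addAB+ strain grown without phage in ampicillin broth; 0% = DMSO wells and 100% = ciprofloxacin 0.95 µg/ml wells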
Tat transport: E. coli Tat export inhibitors, primary screen, MC4100, TorA-mCherry reporter, fluorescence, single point. inhibition, % at 10 µM. 340,000 compounds, 0.036% hits. AID 488895, 2010;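 active means mean replicate inhibition at least 50% and at least half of replicates individually reaching 50%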;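 further: exported cargo escapes ClpAP degradation while cytoplasmic cargo is degraded and loses fluorescence; 0% = median of neutral control wells and 100% = median of NaSCN control wells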
HTR5A inv ag: HTR5A inverse agonists in luminescence cell assay, primary screen, counter-screen for OPRM1-OPRD1 heterodimer inverse agonist project, full-deck HTS; 5-hydroxytryptamine receptor 5A (Homo sapiens), P47898; AID 504634, 2011; inhibition, % at 9.3 µM; 340,000 compounds, 0.083% hits; HTR5A cell line, inverse agonism; in the data active means inhibition mostly above about 23%, no sharp cut-off; inactive means mostly below about 18%;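 further: 0% = cells with DMSO and 100% = no-cell wells with DMSO; some compounds called inactive have numbers as strong as hits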
CDK5 inh: inhibitors of human CDK5/p35 kinase, primary screen, biochemical, single concentration; Cyclin-dependent kinase 5 (Homo sapiens) + Cyclin-dependent kinase 5 activator 1 (Homo …; Recombinant CDK5/p35, ADP-Glo luminescence, 60 min; inhibition, % at 10 µM; 330,000 compounds, 0.01% hits;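 active means highest replicate inhibition of at least 50% and at least 75% of replicates reaching 50%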;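 further: plate controls were DMSO neutral control for no effect and GW8510 at 10 µM for full effect; many of its hits are not listed in these tables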
SUMO Mot1 rescue: yeast Mot1-301 growth rescue at high temperature, primary screen, SUMOylation pathway inhibitor project, S. cerevisiae, ATP luminescence, 38.5C; S. cerevisiae Mot1-301 growth rescue; percent above DMSO median, 100 means doubled; growth rescue, % at 18.8 µM; 320,000 compounds, 1% hits; AID 2716, 2010;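 active means every valid replicate shows activation above 250% relative to neutral control wells; inactive means the rest, any valid replicate at or below 250%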;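 further: OY570 slx delta 5 strain wells were the positive control but not used for scaling; some compounds called inactive have numbers as strong as hits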
PKA-R2B activ: activators of PKA-R2B holoenzyme, primary screen, biochemical, fluorescence polarization, Cy5-IP20, human | PKA-R2B holoenzyme dissociation; R2B truncated from residue 108, S112A mutant; 0% DMSO only, 100% 113 µM cGMP | activation, % at 11.4 µM | 340,000 compounds, 0.079% hits;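 active means activation above a cutoff set at the mean over all compounds plus 3 SD, cut at about 18% in these data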;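 further: higher means more holoenzyme dissociation and a rise in polarization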
Target sequence (P31323 whole entry, looked up, other chains not shown, the tested form may be a part): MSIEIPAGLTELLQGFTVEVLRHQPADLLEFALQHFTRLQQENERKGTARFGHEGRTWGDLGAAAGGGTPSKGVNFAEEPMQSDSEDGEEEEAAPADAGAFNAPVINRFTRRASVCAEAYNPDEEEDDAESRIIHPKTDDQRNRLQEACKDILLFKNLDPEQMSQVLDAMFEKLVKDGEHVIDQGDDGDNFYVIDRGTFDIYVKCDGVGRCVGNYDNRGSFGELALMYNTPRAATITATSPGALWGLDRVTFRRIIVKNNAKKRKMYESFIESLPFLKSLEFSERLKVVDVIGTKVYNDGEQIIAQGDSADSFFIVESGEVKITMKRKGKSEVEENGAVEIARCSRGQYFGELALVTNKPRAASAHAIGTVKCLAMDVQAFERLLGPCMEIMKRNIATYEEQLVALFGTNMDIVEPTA
DAGLB inhibitor: DAGLB lipase inhibitors, primary screen, biochemical, fluorescence, HTS | 340,000 compounds, 0.059% hits | AID 504411, 2011 | inhibition, % at 5.17 µM | Diacylglycerol lipase-beta (Homo sapiens), Q8NCG7 | HEK293T DAGLB membrane lysate, EnzChek fluorogenic substrate; in the data active means inhibition above about 34%;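 further: 0% = enzyme with vehicle and 100% = wells lacking enzyme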
AddAB inh: growth inhibition of E. coli expressing H. pylori AddAB, primary screen, AddAB inhibitor project, absorbance. 330,000 compounds, 0.29% hits. inhibition, % at 11.9 µM; in the data active means inhibition above about 12%;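 further: 0% = vehicle wells of infected cells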
Starred values were filed as active, the others as inactive; x = no result given; + = active, no number.

Each structure is followed by: phage Ecoli inh, PKA-R1A activ, HTR5A ag ctr, Ecoli viability, Tat transport, HTR5A inv ag, CDK5 inh, SUMO Mot1 rescue, PKA-R2B activ, DAGLB inhibitor, AddAB inh
> COc1ccccc1NC(=O)c1ccccc1NS(=O)(=O)c1cccs1
→ -0.3, -5, -1, -1.7, -10, 3, -7.3, -13, -8, 7, 0.8
> Cc1nn(Cc2ccc(Cl)c(Cl)c2)c(C)c1NC(=O)c1cc(CC(C)C)on1
→ 2.5, -7, 7, 0.3, 3, -19, 0.2, 52, -6, -4, 1.1
> O=C(Nc1nnc(CCc2ccccc2)s1)C1CCCO1 (stereo unspecified)
→ 1.8, 2, 3, -0.2, 6, -23, -1.5, 756, 1, 2, 0.6
> COc1ccc2c(c1OC)C(=O)OC2Nc1ncccc1C (stereo unspecified)
→ 1.0, 19*, -1, -0.4, -8, 3, 0.1, 103, 8, -1, 2.1
> O=C(N/N=C/C(Br)=C/c1ccccc1)c1ccccc1F
→ -0.8, -1, 8, 4.8, -13, -31, 0.0, -18, 2, -5, 9.2
> O=C(N[C@H](C(=O)O)c1ccccc1)C1CCC(Cn2cnc3ccccc3c2=O)CC1 (stereo partly specified)
→ 0.5, 1, -3, 1.2, -2, 8, -2.5, -24, 1, -2, 0.7
> CC1CCCN(S(=O)(=O)c2ccc(C(=O)Nc3nnc(-c4ccncc4)o3)cc2)C1 (stereo unspecified)
→ -1.6, -12, -2, -4.5, -14, 5, 0.7, 158, 1, 4, -1.3
> COc1cccc(/C=N/NC(=O)c2cc3c(OC)ccc(OC)c3[nH]2)c1O
→ 5.3, -2, 3, 3.1, 0, -11, -1.2, -7, -7, 3, 4.6
> Cc1cc(C)cc(-n2ncc3c2CCCC3NC(=O)c2cc(C)[nH]n2)c1 (stereo unspecified)
→ -1.1, -4, 7, 1.8, -2, -35, -0.6, 641*, 3, 1, 3.2
> Cn1nnc(NCc2cc(Br)ccc2OCc2cccs2)n1
→ 1.7, -4, 10, 2.4, -3, -26, 0.5, -39, -9, -4, 3.0
> COC(=O)c1ccc(-n2c(C)cc(C(=O)CSc3ccc(NC(C)=O)cc3)c2C)cc1
→ 3.4, -4, 4, -5.6, 2, 1, -1.0, 3, -17, 2, -1.9
> O=C1CN(C(=O)c2c(F)cccc2F)C(c2ccc(F)cc2)c2cc(F)ccc2N1 (stereo unspecified)
→ -2.5, 6, 2, -1.1, -5, -6, -0.2, 677*, -1, -1, -1.1
> CC(=O)N1CCc2cc(S(=O)(=O)CCC(=O)O)ccc21
→ 2.0, -6, 4, 0.5, -4, 0, 0.4, 0, 2, -1, 1.7
> C=CCN1CCN(C(=O)c2oc3ccccc3c2C)CC1
→ 0.5, -7, -3, -1.2, -1, 22, -2.7, 13, 0, -5, 0.5
> CC(NC(=O)CCC1COc2ccccc2O1)c1ccccc1 (stereo unspecified)
→ 4.3, -7, 4, 0.8, -7, -7, -1.1, 307, 0, 3, 2.0
> O=c1c(O)c(-c2cccs2)oc2ccccc12
→ 12*, -5, -6, 25*, 3, 19, 0.5, -8, 5, -4, 23*
> CCOC(=O)c1c(/N=C/c2cc(C)ccc2O)sc2c1CCN(C)C2
→ 3.2, -1, 4, -1.8, 7, -11, -0.7, 5, -5, -1, 0.8
> CCCCNC(=O)CSc1nc2ccc(Nc3nc(N4CCOCC4)nc(N4CCOCC4)n3)cc2s1
→ 1.9, -4, 0, -1.9, -2, 35, 0.1, 6, -1, -1, -2.1
> COc1ccnc(CN(C)C(=O)C2CCC(=O)N(CCN(C)C)C2)c1 (stereo unspecified)
→ 1.0, 3, 4, -1.2, -5, 7, 1.0, -3, -3, -1, 1.9
> CN(C)CCCOc1ccc(Cl)cc1Br
→ 1.5, -4, 0, 1.0, -3, 2, -0.4, 6, -2, 4, 2.3

Arranged by value in DAGLB inhibitor (largest number first): 3 from the list above
mol	phage Ecoli inh	PKA-R1A activ	Tat transport	CDK5 inh	SUMO Mot1 rescue	PKA-R2B activ	DAGLB inhibitor
CC1CCCN(S(=O)(=O)c2ccc(C(=O)Nc3nnc(-c4ccncc4)o3)cc2)C1 (stereo unspecified)	-1.6	-12	-14	0.7	158	1	4
O=C(Nc1nnc(CCc2ccccc2)s1)C1CCCO1 (stereo unspecified)	1.8	2	6	-1.5	756	1	2
CC(=O)N1CCc2cc(S(=O)(=O)CCC(=O)O)ccc21	2.0	-6	-4	0.4	0	2	-1

(list continues)
Each structure is followed by: phage Ecoli inh, PKA-R1A activ, HTR5A ag ctr, Ecoli viability, Tat transport, HTR5A inv ag, CDK5 inh, SUMO Mot1 rescue, PKA-R2B activ, DAGLB inhibitor, AddAB inh
> Cn1cccc1C(=O)NCCc1ccc(Cl)cc1
→ -0.6, -9, 0, 1.4, -2, 14, 1.0, -14, -4, -1, 4.2
> CCC(CC)CN1C(Nc2ccccc2)=NC[C@@H]1C
→ 4.2, 8, -3, 2.2, -4, -14, -0.8, -38, -2, 2, 1.1
> C=CCn1c(CCNC(=O)c2ccccc2F)nnc1SCC(=O)Nc1ccccc1F
→ -1.6, -2, 0, 0.8, -15, 0, 1.3, 10, -5, -1, 1.8
> O=C(CNC(=O)c1ccc(Cl)cc1Cl)NCCCn1ccnc1
→ 0.2, -9, -5, 2.7, -3, 12, 0.3, -24, 4, 0, 2.4
> CSc1ncccc1C(=O)N1CCCC(Nc2ccc(C)c(C)c2)C1 (stereo unspecified)
→ 2.3, -12, 1, x, -7, 10, -0.3, -7, 1, 0, x
> Cc1cccc(NC(=O)Cn2c(=O)n(Cc3ccccc3)c(=O)c3c(C)c(C)sc32)c1
→ 5.4, 7, 0, 2.9, -4, 6, x, -10, 2, -2, 1.1
> COc1cc(NC2=CC(=O)CC(C)(C)C2)cc(OC)c1
→ 4.3, 2, 1, -3.2, 0, -6, -0.2, -8, 2, 0, -0.7
> CCN(CC)CCN1C(=O)c2oc3ccccc3c(=O)c2C1c1ccc(C)cc1 (stereo unspecified)
→ -0.6, -6, 2, 0.9, -2, -6, 1.5, 4, 1, 4, 1.9
> CN1C(=O)C(CC(=O)NC2CCCCC2)N(C)C1=O (stereo unspecified)
→ 0.6, -2, 1, -0.2, -8, -3, 0.9, -2, -4, 2, 3.4
> COc1cc(CCC(=O)Nc2cnc3ccccc3c2)cc(OC)c1OC
→ 1.9, -11, 2, -0.5, 4, -7, 0.9, -9, -6, 0, 2.6
> COC(=O)c1sc2nc(C)c([N+](=O)[O-])c(C)c2c1N
→ 6.0, 1, 8, -2.9, -3, -20, -0.2, x, 11, -2, -0.1
> CCOC(=O)N1CCC(NC(=O)Cn2cc3c(n2)CCCCC3)CC1
→ 1.7, 4, -3, 0.5, 2, 8, 3.3, 4, 0, 1, 2.2
> CC(C)(C)C(=O)Nc1nnc(-c2ccncc2)o1
→ 3.9, -14, 4, 0.9, 0, -15, -0.3, -14, 2, -2, 1.7
> COCC(=O)NCCc1ccc(S(N)(=O)=O)cc1
→ 0.3, 2, -5, -0.1, -8, 13, 1.0, 71, 0, 3, 2.4
> CC(=O)N1CCN(c2nc(CC(C)C)c3c(c2C#N)CCC3)CC1
→ 0.4, -8, -2, -1.5, 4, 8, -1.5, 43, -12, -2, 1.4
> CCCn1c(=O)c(C(=O)NCc2ccccc2Cl)c(O)c2ccccc21
→ -0.2, 11, 3, 1.4, 0, -14, -1.7, -8, 1, -2, 2.5
> O=S(=O)(Cc1cc(NCc2ccccc2)nc(-c2ccncc2)n1)c1ccccc1
→ 4.8, 2, 4, -0.7, 0, -12, 0.9, 128, -8, -2, 1.2
> COc1ccc(S(=O)(=O)N2CCN(C(=O)c3c(C)nn(-c4ccccc4)c3Cl)CC2)cc1
→ 5.7, -3, -3, -0.9, 3, -17, -0.9, -10, -6, -3, 1.4
> Cc1ccc(NC(=O)CSc2nc(=O)n(CCCN3CCOCC3)c3c2CCCC3)cc1F
→ 2.5, -1, 2, -1.2, -1, 3, 0.1, 23, -4, 3, 0.3
> CC1CCCCN1C(=O)CSc1nnc(Cc2ccccc2)n1C (stereo unspecified)
→ 2.9, 0, -5, -2.4, -1, 17, 0.7, 3, 5, -3, -1.2
> Cc1ccc(S(=O)(=O)Nc2cc(C)cc(CCNC=O)c2C)cc1
→ -1.1, -1, 4, x, -2, -14, -1.3, x, 1, -1, x
> CC(C)c1ccc(N2C(=O)CSC23C(=O)N2CCCc4cccc3c42)cc1 (stereo unspecified)
→ 0.1, 9, 1, 0.8, 5, 2, -3.1, 10, 2, 2, 0.2
> CC1(C)C2CC=C(/C=N/NC(=O)C3CC3)C1C2 (stereo unspecified)
→ -0.4, -6, 4, -1.7, -1, -11, -0.1, 4, 3, 1, -1.4
> CCCCCCC1CC(/C(C)=N\NC(N)=O)OC1=O (stereo unspecified)
→ 3.1, -1, 1, 1.2, 0, -6, -1.5, 1, -1, 1, 2.4
> Cc1ccc(S(=O)(=O)Oc2ccccc2N2C(=O)C3CC=CCC3C2=O)cc1 (stereo unspecified)
→ 0.2, 0, -1, -1.2, 6, 1, -0.2, +, -4, -2, 1.9
> Cn1c(C(=O)N2CCCC(C(=O)NCc3ccccc3)C2)cc2sccc21 (stereo unspecified)
→ 0.2, -6, -2, 0.2, 2, 7, 0.1, -2, 0, -1, 3.7
> Cc1ccc(NP(=O)(c2ccc(N(C)C)cc2NC(=O)c2cccs2)N2CCOCC2)cc1 (stereo unspecified)
→ 1.8, -12, 3, -0.1, -7, -13, -0.3, 2, -1, -1, 5.0
> CC(=O)CC(C)(C)NC(C)=S
→ 0.9, 7, -3, -0.5, -4, -4, 1.2, 8, -1, 0, 0.3
> O=c1c2c(nc3cc(-c4cccc(Cl)c4)[nH]n13)CCC2
→ 1.8, -5, 6, 3.5, 0, -35, 0.4, 105, 4, -2, 3.3
> O=C1c2cccc3cc(Br)cc(c23)C(=O)N1Nc1ccc(Br)cc1
→ 4.1, 0, -3, -0.2, 8, 10, -3.9, -3, 6, -3, 2.1

Screens from PubChem BioAssay.
